High-throughput results from PubChem BioAssay.
Chronic BCR inh – qHTS Assay to Find Inhibitors of Chronic Active B-Cell Receptor Signaling; ABC-DLBCL IkBa-CBG/CBR reporter, luminescence ratio, 4 h; Potency, µM (doses to about 46.1 µM), for the others: at the top dose ratio change, negative = lower green/red ratio, hits mostly inhibitors; 340,000 compounds, 0.05% hits; AID 493014, 2011; active = well fitted inhibition curve with a large enough effect in the signal ratio, with a control signal flat, not every such curve was filed as active; inconclusive = small, poorly fitted or top-dose-only effect, or effect the other way, or a change in a side signal; the % refers to the signal ratio;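 note: potency is the fitted concentration of half-maximal effect; plate controls were basal doxycycline-induced cells for no effect and cells given 10 µM MG132 for full effect; MG132 reads +100%, hits lower the ratio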
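TMD8 human ABC-DLBCL cells with doxycycline-inducible IκBα–green luciferase fusion and unfused red luciferase, in 0.5% FBS medium; compounds up to 46 uM, 4 h at 37C. Green/red luminescence ratio, filter-overlap corrected, fitted to concentration-response curves.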
Mito fusion yeast – qHTS Assay for Small Molecule Inhibitors of Mitochondrial Division or Activators of Mitochondrial Fusion; Potency, µM (series often up to 46.1 µM), without a hit: at the highest dose growth rescue (activation), most hits filed as activators; S. cerevisiae fusion-defective mutant growth rescue, CellTiterGlo 48 h; 320,000 compounds, 0.23% hits; AID 485298, 2010;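 note: potency is the fitted concentration of half-maximal effect; % of control where 0% means no effect; nearly all actives have a fitted effect of over 45% in size; temperature-sensitive fusion mutants such as fzo1-1 at 37 °C on non-fermentable ethanol glycerol medium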
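S. cerevisiae fusion-defective temperature-sensitive mutants (e.g. fzo1-1, mgm1-5) grown 48 h at 37C in YPEG (ethanol/glycerol non-fermentable) medium with 23 nl compound per well; growth rescue read as CellTiterGlo luminescence.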
AT treatment – qHTS Assay for Identifying a Potential Treatment of Ataxia-Telangiectasia; 320,000 compounds, 0.19% hits; Potency, µM (highest dose often 57.5 µM), for the others: at the top dose activation, hits mostly activators; […] A-T fibroblasts, KAP-1 phosphorylation AlphaLISA; neocarzinostatin DNA damage 30 min before lysis; note: potency is the fitted concentration of half-maximal effect; % of control where 0% means no effect; nearly all actives have a fitted effect of over 45% in size
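hTERT-immortalized A-T patient fibroblasts ([…]), 500 cells/well in OPTI-MEM, 1% FBS, got compounds for 60 min, then NCS for 30 min at 37C. Lysates were then assayed for phospho-KAP-1 by AlphaLISA (anti-pKAP1 donor, anti-KAP1 acceptor beads), 6 hr at 25C.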
S-ASM inh – Inhibitors of Secretory Acid Sphingomyelinase (S-ASM): qHTS. Sphingomyelin phosphodiesterase (Homo sapiens), P17405. placental ASM, HMU-PC fluorogenic substrate, 60 min. Potency, µM (top dose mostly 57.5 µM), without a hit: at the highest dose activity change, negative = inhibition, most hits filed as inhibitors. 340,000 compounds, 0.006% hits; note: potency is the fitted concentration of half-maximal effect
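Human placenta-derived ASM enzyme was preincubated with compound for 10 minutes at room temperature, then given fluorogenic substrate HMU-PC0 (9 uM final) for 60 minutes at 37 °C; a pH 10 stop preceded fluorescence reading at Ex 386/Em 447 nm.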
Eya2 inh – qHTS Assay for Inhibitors of the Phosphatase Activity of Eya2; Protein phosphatase EYA2 (Homo sapiens), O00167; recombinant Eya2, OMFP fluorescence dephosphorylation (OMFP is methylfluorescein phosphate); Potency, µM (titrated, usually from 76.9 µM), without a hit: at the highest dose activity, negative = inhibition, usual class: inhibitors; 330,000 compounds, 0.006% hits; note: potency is the fitted concentration of half-maximal effect; % is set by controls: 0 for no effect and ±100 for the full control effect
Target sequence (O00167 whole entry, looked up): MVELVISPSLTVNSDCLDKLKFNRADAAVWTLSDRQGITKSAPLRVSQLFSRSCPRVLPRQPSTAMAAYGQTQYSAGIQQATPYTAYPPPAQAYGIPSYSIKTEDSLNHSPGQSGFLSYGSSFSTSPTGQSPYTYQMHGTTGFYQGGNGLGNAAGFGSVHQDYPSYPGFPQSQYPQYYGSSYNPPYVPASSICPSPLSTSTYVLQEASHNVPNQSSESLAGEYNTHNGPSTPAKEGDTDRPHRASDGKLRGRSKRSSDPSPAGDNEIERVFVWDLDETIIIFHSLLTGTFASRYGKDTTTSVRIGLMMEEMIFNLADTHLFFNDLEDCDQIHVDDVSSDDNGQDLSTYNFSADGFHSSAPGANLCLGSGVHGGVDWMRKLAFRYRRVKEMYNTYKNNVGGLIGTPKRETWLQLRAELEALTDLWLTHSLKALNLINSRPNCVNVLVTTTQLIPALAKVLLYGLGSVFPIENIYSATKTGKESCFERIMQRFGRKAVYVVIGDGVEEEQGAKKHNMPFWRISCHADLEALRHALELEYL
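Eya2 (0.2 uM) preincubated 10 min at ambient with compound, then OMFP substrate added at 50 uM; 10 min reaction in 50 mM HEPES pH 7.5, 50 mM NaCl, 5 uM MgCl2, 0.05% BSA, 1 mM DTT. Fluorescence read at Ex 485/Em 525 nm.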
PTAP TSG101 blk – qHTS Assay for Iinhibitors of HIV-1 Budding by Blocking the Interaction of PTAP/TSG101 | Tumor susceptibility gene 101 protein (Homo sapiens), Q99816 | Fluorescence polarization, FITC-PTAP peptide / Tsg101 binding | Potency, µM (titrated, usually from 115 µM), inactives show top-dose activity change, negative = inhibition, hits mostly inhibitors | 340,000 tested, under 10 active; active = well fitted inhibition curve with a large enough effect in the main read-out, with a control signal flat, not every such curve was filed as active; inconclusive = small, poorly fitted or top-dose-only effect, or effect the other way, or a change in a side signal; inactive = no such curve, though single readings can be large or run the other way; note: potency is the fitted concentration of half-maximal effect; % of control where 0% means no effect
Target sequence (Q99816 whole entry, looked up): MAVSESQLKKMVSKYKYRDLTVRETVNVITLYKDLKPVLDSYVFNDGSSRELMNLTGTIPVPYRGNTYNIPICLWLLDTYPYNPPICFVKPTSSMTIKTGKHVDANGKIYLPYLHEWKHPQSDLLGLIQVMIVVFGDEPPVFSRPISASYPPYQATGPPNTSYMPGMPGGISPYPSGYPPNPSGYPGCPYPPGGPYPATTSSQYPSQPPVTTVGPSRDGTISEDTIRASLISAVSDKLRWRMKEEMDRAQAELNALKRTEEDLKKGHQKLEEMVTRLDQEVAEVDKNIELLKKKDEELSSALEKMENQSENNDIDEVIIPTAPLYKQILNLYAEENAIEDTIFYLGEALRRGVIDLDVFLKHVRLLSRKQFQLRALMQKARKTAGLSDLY
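Compounds were pin-transferred onto Tsg101 binding domain (10 uM final) in HEPES pH 7.5 buffer, then FITC-PTAP peptide was added at 50 nM final. After 20 min at RT, polarization reported peptide displacement across a qHTS concentration series.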
TSHR antagonist – Antagonists of the Thyroid Stimulating Hormone Receptor: HTS campaign; Thyrotropin receptor (Homo sapiens), P16473; TSHR-expressing cells, TSH-stimulated cAMP HTRF, 2 h; active compounds read low; activity change, negative = inhibition, % at 11.5 µM; 330,000 compounds, 0.2% hits; AID 504810, 2011;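 active = activity change below a set negative limit, meaning inhibition stronger than a set level, cut at about -70% in these data; inconclusive = activity change between two set negative limits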; note: % is set by controls: 0 for no effect and ±100 for the full control effect
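Cell-based HTRF cAMP assay; TSHR cells + compound, TSH EC80 (4nM final), 2 h, 37 deg C. Lysis with anti-cAMP cryptate and cAMP-d2, 30 min RT, read 665/620 nm.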
TCR activator – Activators of T cell receptors: qHTS campaign. primary human leukocytes, anti-CD3, IL-2 HTRF, 48 h. Potency, µM (highest dose often 9.22 µM), inactives show top-dose activation of IL-2 secretion, most hits filed as activators. 330,000 tested, under 10 active; note: % of control where 0% means no effect
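Primary human leukocytes incubated 48 hr with anti-CD3 beads plus compound, without co-stimulation. Secreted IL-2 measured by HTRF (europium cryptate/d2 anti-IL-2 pair, 320 nm excitation, 665 nm emission).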
Integrin act MD – qHTS for Activators of Integrin-Mediated Alleviation for Muscular Dystrophy; Potency, µM (doses to about 38.3 µM), for the others: at the top dose activation, actives largely listed as activators; alpha7betagal myoblasts, beta-gal FDG fluorescence, 48 h; 350,000 compounds, 0.064% hits; AID 624291, 2012;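 note: potency is the fitted concentration of half-maximal effect; 100% = response of the positive control SU9516; nearly all actives have a fitted effect of over 60% in size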
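alpha7betagal+/- myoblasts (passage 13, 250/well) treated 48 h at 37C with compounds at 1:260 dilution of DMSO stock. Lysed, then beta-galactosidase activity read as FDG fluorescence (ex 480/em 540) after 30 min, with pre-read for autofluorescence.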
Tb PFK block – qHTS Assay to Find Inhibitors of T. brucei phosphofructokinase | T. brucei PFK, ADP-Glo luminescence | ATP-dependent 6-phosphofructokinase (Trypanosoma brucei brucei), O15648 | Potency, µM (titrated, usually from 57.5 µM), without a hit: at the highest dose activity, negative = inhibition, hits mostly inhibitors | 330,000 compounds, 0.17% hits;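 note: potency is the fitted concentration of half-maximal effect; 0% = uninhibited 1x PFK enzyme wells and -100% = no-enzyme wells; nearly all actives have a fitted effect of over 60% in size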
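Activity is normalized to no-enzyme wells (full inhibition) and 1.25 nM enzyme wells (no inhibition). Reaction: 0.5 mM F6P, 0.1 mM ATP, 45 min RT, ADP-Glo luminescence; concentration-response curves fitted and classed by quality.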
ELG1 DNA repair – qHTS screen for small molecules that inhibit ELG1-dependent DNA repair in human embryonic kidney (HEK293T) cells expressing luciferase-tagged ELG1. HEK293T ELG1-luciferase reporter, luminescence, 16 h; DNA damage induced by 5-fluorouridine. Potency, µM (doses to about 46.1 µM), inactives show at the highest dose activity change, negative = inhibition, actives largely listed as inhibitors. 330,000 compounds, 2.3% hits; note: potency is the fitted concentration of half-maximal effect; % is set by controls: 0 for no effect and ±100 for the full control effect; nearly all actives have a fitted effect of over 55% in size
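Overnight (16 hr) co-exposure of 2,000 cells/well to 5-fluorouridine and compound at 37 °C preceded detection. Luciferase was quantified via ONE-Glo luminescence; loss of signal denotes inhibition.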
* marks the source's active call; other numbers are inactive results; ? = inconclusive; nt = no result given; [ ] = dose if it differs, or a comment. Unless noted, calls come from the whole dose curve; as a rule, active = well fitted curve in the direction sought with a large enough effect; inconclusive = small, poorly fitted or top-dose-only effect, or another doubt; inactive = no such curve, though single readings can be large; an effect the other way counts as inactive or inconclusive.

Values run as follows: Chronic BCR inh	Mito fusion yeast	AT treatment	S-ASM inh	Eya2 inh	PTAP TSG101 blk	TSHR antagonist	TCR activator	Integrin act MD	Tb PFK block	ELG1 DNA repair
COC(=O)C(C)N(c1ccc(C)cc1)S(=O)(=O)c1c(C)[nH]c(=O)[nH]c1=O (stereo not drawn)
→ -7%	-2%	3%	-7%	-34%	0%	-3	5%	21%	1%	8%
O=C(COc1ccccc1)Nc1nc(-c2ccc(S(=O)(=O)N3CCOCC3)cc2)cs1
→ 6%	8%	9%	-3%	-13%	-8%	1	-2%	15%	0%	?
CC(C)[C@H]1CN=C2N(CCNC(=O)CCC3CCCCC3)[C@H](Cc3ccc(O)cc3)CN21
→ ?	-3%	11%	9%	-7%	0%	19	-5%	-6%	-9%	?
Cc1noc(C)c1C(=O)OCC(=O)Nc1ncc(Cl)c(C)c1Cl
→ 5%	nt	-1%	2%	-3%	-4%	1	-1%[46.1 µM]	16%	-2%	-1%
CN(CC(O)COC(c1ccccc1)c1ccccc1)C1CCCCC1 (stereo not drawn)
→ -1%	-16%	28%	-2%	-5%	0%	-9	0%	-67%[inhibitor]	-1%	-8%
O=C(N/N=C(\CC(=O)c1cccs1)C(F)(F)F)c1ccncc1
→ ?	12%	-10%	-10%	12%	-5%	-15	1%	20%	-18%	?
CCCOC(=S)NC(=O)c1sc2ccccc2c1Cl
→ ?	6%	22%	-6%	-2%	-5%	64	-6%	23%	3%	12%
COc1cccc(C(=O)NC(=S)Nn2cnnc2)c1OC
→ ?	-1%	0%	1%	13%	0%	12	-5%	2%	0%	13%
N=c1c2c(ncn1Cc1ccco1)Oc1c(ccc3ccccc13)C2c1ccccc1 (stereo not drawn)
→ ?	-17%	4%	-18%	-10%	-6%	-10	3%[46.1 µM]	-31%	7%	-20%
Cc1cc(NC(=O)Cn2cc(C(F)(F)F)cc(Cl)c2=O)no1
→ 0%	7%	4%	-1%	16%	-1%	-8	-9%	16%	-2%	13%
CC(=O)Nc1nnc(SCC(=O)NCC2CCCO2)s1 (stereo not drawn)
→ 7%	-2%	10%	-2%	7%	-7%	31	7%	19%	1%	13%
C=CCC1c2cccc(C(=O)O)c2C(=O)N1c1cccc(OC)c1 (stereo not drawn)
→ 8%	-2%	2%	-3%	6%	-5%	6	-2%	-13%	3%	-20%
O=C1CCCN1CCCNC(=S)Nc1ccccc1
→ 0%	-4%	-26%	4%	-2%	1%	8	9%	-3%	0%	21%
CN(C)CCCN(C(=O)c1ccco1)c1nc2cc3c(cc2s1)OCO3
→ -1%	1%	6%	-2%	-3%	-3%	-14	1%	-69%[inhibitor]	1%	20%
CCOC(=O)c1ccccc1NC(=O)COC(=O)C1=COCCO1
→ 1%	12%	1%	3%	-2%	-7%	-16	2%	2%	-13%	-3%

(continued)
Values run as follows: Chronic BCR inh	Mito fusion yeast	AT treatment	S-ASM inh	Eya2 inh	PTAP TSG101 blk	TSHR antagonist	TCR activator	Integrin act MD	Tb PFK block	ELG1 DNA repair
COC(=O)COc1cccc2c(=O)n(CC(=O)NCc3ccc(F)cc3)ccc12
→ ?	-2%	1%	4%	-13%	0%	-9	-5%	-30%	2%	?
CCOc1ccc(NC(=O)N2CCN(C(=O)c3ccco3)CC2)cc1
→ 12%	-5%	1%	8%	5%	-5%	0	-1%	-2%	0%	-14%
CC1CCCC(C)N1CCCNC(=O)c1ccc2nc(N3CCCCC3)sc2c1 (stereo not drawn)
→ 12%	2%	-8%	5%	-8%	-1%	18	-3%	-43%	-4%	?
O=C(NC1CCCC1)C(c1ccc(Cl)cc1)N1CCc2ccccc21 (stereo not drawn)
→ 16%	0%	9%	0%	9%	0%	6	8%	11%	1%	18%
CC1(C)Cc2c(cnn2-c2ccccc2)C(NC(=O)c2ccoc2)C1 (stereo not drawn)
→ ?	12%	27%	-1%	-5%	0%	27	-1%	-15%	8%	-18%
Cn1cccc1C(=O)OCC(=O)N1CC(=O)Nc2ccccc21
→ -1%	-2%	-13%	-2%	6%	-2%	1	-4%	22%	0%	2%
Cc1ccc(C(=O)CNc2ccc(Br)cc2)cc1
→ 7%	-3%	3%	2%	12%	-6%	-9	-2%	-3%	0%	?
NC(=O)c1c(-c2cccs2)csc1N
→ -4%	6%	0%	-2%	-13%	1%	-2	3%	7%	?	-11%
CC1CCCCN1CCNC(=O)c1ccc2c(c1)N(Cc1cccc(Cl)c1)C(=O)c1ccccc1S2=O (stereo not drawn)
→ ?	8%	-6%	0%	-9%	0%	-4	-4%	-20%	-7%	?
C/C(=N\NC(=O)c1cc(C)nc2ccccc12)c1ccco1
→ ?	1%	-2%	-2%	6%	0%	-4	0%	6%	0%	-6%
O=C(Cn1cc(S(=O)(=O)Cc2cccc(F)c2)c2ccccc21)N1CCOCC1
→ -6%	-1%	4%	-1%	2%	1%	11	-5%	-11%	-16%	3%
Cc1ccc(C(=O)NCc2ccncc2)cc1S(=O)(=O)N1CCCCC1
→ 1%	-1%	12%	-3%	0%	nt	10	7%	-20%	2%	-4%
COc1ccc(OCCN(C)C(=O)c2cccc(S(=O)(=O)N(C)c3ccccc3)c2)cc1
→ ?	4%	7%	-1%	3%	-2%	-13	-1%	11%	-2%	?
O=C(COC(=O)c1cc([N+](=O)[O-])ccc1NCCO)NCc1cccs1
→ 2%	4%	-5%	0%	-2%	-5%	-5	-5%	-4%	-3%	12%
Cc1nnc2n(-c3ccccc3)c(=O)c3c4c(sc3n12)CCCC4
→ 2%	8%	-3%	5%	-7%	-4%	-9	-1%	-1%	-4%	13%
CCOC(=O)Nc1ccc2c(c1)N(C(=O)CN1CCN(CCO)CC1)c1ccccc1CC2
→ 0%	0%	11%	1%	7%	1%	-8	-1%	-19%	1%	-1%
O=C(/C=C/c1ccc(-c2ccccc2[N+](=O)[O-])o1)c1ccccc1
→ ?	5%	10%	-12%	-9%	0%	-8	2%	-39%	-1%	?

4 compounds already listed, ordered by heavy-atom count, descending.
Values run as follows: Chronic BCR inh	Mito fusion yeast	AT treatment	S-ASM inh	Eya2 inh	PTAP TSG101 blk	TSHR antagonist	TCR activator	Integrin act MD	Tb PFK block	ELG1 DNA repair
Cc1ccc(C(=O)NCc2ccncc2)cc1S(=O)(=O)N1CCCCC1
→ 1%	-1%	12%	-3%	0%	nt	10	7%	-20%	2%	-4%
CCOc1ccc(NC(=O)N2CCN(C(=O)c3ccco3)CC2)cc1
→ 12%	-5%	1%	8%	5%	-5%	0	-1%	-2%	0%	-14%
C/C(=N\NC(=O)c1cc(C)nc2ccccc12)c1ccco1
→ ?	1%	-2%	-2%	6%	0%	-4	0%	6%	0%	-6%
NC(=O)c1c(-c2cccs2)csc1N
→ -4%	6%	0%	-2%	-13%	1%	-2	3%	7%	?	-11%
